Source: PubChem BioAssay (several laboratories)
CR mimetic SO = yeast age-related superoxide inhibition as caloric restriction mimetic. actives 0.18% (n = 330,000). S. cerevisiae aged cells, superoxide DHE fluorescence; stronger effect = lower value. superoxide response (% of plate mean), % at 10 µM;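 active = superoxide response under a set limit, about three screen SD below normal, cut at about 65% in these data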;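 also: yeast aged for seven days with compound at 30 °C before DHE staining; 100% = average MFI of all compound-treated wells on the plate with controls excluded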
AHR act = activators of human aryl hydrocarbon receptor. AHR-responsive luciferase reporter cells, luminescence. activation, % at 5 µM. P35869. AID 2796. actives 2.5% (n = 320,000); in the data active = activation above about 47%;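 also: 0% = vehicle wells and 100% = reference agonist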
GASC-1 inh = human JMJD2C demethylase inhibition; actives 0.069% (n = 330,000); GST-JMJD2C(1-420) H3K9me3 demethylation, DELFIA europium; Q9H3R0; inhibition, % at 2.35 µM;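 active = more than half of a compound's replicate wells show inhibition beyond 50%, single wells judged on their own value; inconclusive = some, but no more than half, of replicates pass 50% inhibition; inactive = no replicate passes 50% inhibition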;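 also: signal counts dimethyl H3K9 product captured on neutravidin plate; 0% = median of DMSO wells and 100% = 0.3 times that DMSO median; strong numbers were not always called active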
Target sequence (Q9H3R0 1-420 limits assumed): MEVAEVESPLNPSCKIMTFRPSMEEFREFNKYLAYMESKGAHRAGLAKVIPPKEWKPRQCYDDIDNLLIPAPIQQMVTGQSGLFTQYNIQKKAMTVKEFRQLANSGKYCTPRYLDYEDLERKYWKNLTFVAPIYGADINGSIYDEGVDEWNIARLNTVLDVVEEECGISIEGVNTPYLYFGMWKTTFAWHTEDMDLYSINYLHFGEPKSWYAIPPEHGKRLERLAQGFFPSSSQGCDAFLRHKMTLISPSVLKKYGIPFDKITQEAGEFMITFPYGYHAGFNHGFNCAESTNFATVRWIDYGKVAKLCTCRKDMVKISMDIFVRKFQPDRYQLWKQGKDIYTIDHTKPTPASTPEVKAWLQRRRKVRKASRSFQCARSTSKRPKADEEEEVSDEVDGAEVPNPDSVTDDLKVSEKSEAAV
LAP4 TOR yeast = yeast TOR pathway LAP4-GFP modulation | GFP response vs DMSO, % at 10 µM | AID 2023 | actives 0.34% (n = 320,000) | S. cerevisiae LAP4-GFP multiplex, flow cytometry GFP, 3 h; median GFP as percent of DMSO wells;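 active = GFP response vs DMSO above a set limit, about the screen mean plus 3 SD, cut at about 150% in these data; inconclusive = under 70 cell events counted for the yeast strain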
RPL19A TOR yeast = modulators of TOR pathway RPL19A-GFP in S. cerevisiae; S. cerevisiae RPL19A-GFP strain, flow cytometry, 3 h; stronger effect = lower value; percent response vs DMSO, % at 10 µM; actives 0.3% (n = 330,000); AID 2025;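 active = percent response vs DMSO below 50%; inconclusive = fewer than 70 events counted for the yeast strain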;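 also: median channel GFP fluorescence of the barcoded RPL19A-GFP strain; ratio of sample median GFP to plate DMSO average so 100% = DMSO; lower means less RPL19A-GFP as with rapamycin TOR inhibition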
proCasp7 act = counter-screen: procaspase-7 (human) activation | P55210 | recombinant procaspase-7, Ac-DEVD-pNA absorbance 405 nm; D23A/D198A/D206A triple mutant, cannot self-cleave; scale: DMSO 0, 5 µM enzyme 100 | activation, % at 8.5 µM | actives 0.093% (n = 330,000) | AID 463210;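 active = percent activation above the screen-wide mean plus 3 SD, cut at about 25% in these data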
Target sequence (P55210 whole entry D23A/D198A/D206A): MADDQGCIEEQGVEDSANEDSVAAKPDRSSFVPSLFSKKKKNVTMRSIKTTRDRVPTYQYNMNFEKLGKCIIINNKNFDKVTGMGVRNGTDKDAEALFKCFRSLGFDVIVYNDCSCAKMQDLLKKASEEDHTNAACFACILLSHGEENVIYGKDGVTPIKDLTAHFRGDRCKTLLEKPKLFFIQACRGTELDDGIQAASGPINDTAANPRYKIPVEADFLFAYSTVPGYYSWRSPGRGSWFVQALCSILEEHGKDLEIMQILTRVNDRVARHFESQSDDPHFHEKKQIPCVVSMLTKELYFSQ
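Test system: Procaspase-7 triple mutant (PC-7 D3A). Also added: Ac-DEVD-pNA substrate, 400 µM as added. Schedule: 1 h enzyme–compound preincubation and 2 h substrate reaction, both 25 °C. Signal: p-Nitroaniline absorbance at 405 nm, read at 0 and 120 min. Control set: low DMSO alone, high DMSO plus 5 µM PC-7.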
MEP2-GFP yeast = yeast TOR pathway MEP2-GFP modulation; S. cerevisiae MEP2-GFP strain, flow cytometry GFP, 3 h; 100% = DMSO control level; GFP response vs DMSO, % at 10 µM; actives 0.51% (n = 330,000); AID 2016;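 active = GFP response versus DMSO above a set limit, roughly screen mean plus 3 SD, cut at about 180% in these data; inconclusive = fewer than 70 cells counted for a yeast strain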;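 also: median GFP fluorescence of the barcode-gated MEP2-GFP cells per well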
procasp3 activ = activators of human procaspase-3; actives 0.11% (n = 330,000); recombinant procaspase-3 D3A, Ac-DEVD-pNA absorbance 405 nm; activation, % at 8.5 µM;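 active = activation above the mean of all tested compounds plus 3 SD, cut at about 21% in these data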;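 also: 0% = DMSO alone and 100% = DMSO wells spiked with extra 5 µM PC-3 D3A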
Target sequence (P42574 whole entry D9A/D28A/D175A): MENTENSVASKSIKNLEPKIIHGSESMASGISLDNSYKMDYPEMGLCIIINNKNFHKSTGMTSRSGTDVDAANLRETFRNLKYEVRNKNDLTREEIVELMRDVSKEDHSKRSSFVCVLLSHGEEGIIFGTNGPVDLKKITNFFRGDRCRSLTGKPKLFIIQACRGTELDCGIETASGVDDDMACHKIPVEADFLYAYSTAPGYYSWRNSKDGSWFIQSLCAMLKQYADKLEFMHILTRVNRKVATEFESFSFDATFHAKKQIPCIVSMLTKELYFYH
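Assay system: Procaspase-3 D3A mutant, all three cleavage aspartates alanine. Buffer or medium: Zinc-free HEPES saline buffer with Triton X-100. Times: 1 h compound preincubation, 2 h substrate hydrolysis at 25 °C. Measured by: 405 nm absorbance of p-nitroaniline, reads at 0 and 120 min. Read-out basis: percent activation relative to control range. Replicates: singlicate.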
Starred values were filed as active, the others as inactive; ? = inconclusive; · = not tested or not shown; & = joins results of further samples.

SMILES	CR mimetic SO	AHR act	GASC-1 inh	LAP4 TOR yeast	RPL19A TOR yeast	proCasp7 act	MEP2-GFP yeast	procasp3 activ
O=C(CN1CCN(S(=O)(=O)c2ccc(Br)cc2)CC1)Nc1ccccc1F	97	-5	0	97	93	-5	98	-3
CCCn1c(N)c(C(=O)CSc2nc3ccccc3s2)c(=O)[nH]c1=O	125	17	1	90	91	-17	94	-6
CCCCN(C(=O)C1CC(=O)N(c2ccc3c(c2)OCCO3)C1)c1c(N)n(CCCC)c(=O)[nH]c1=O (centres undefined)	79	0	1	100	90	0	91	2
CN(CCCN1CCCCC1)C(=O)CCc1nnc(C2CCCCC2)o1	110	-2	2	99	98	-4	104	2
CSc1nsc(/C=C/Nc2ccc(F)cc2F)c1C#N	107	11	4	90	111	1	96	-7
Cn1c(=O)c2cc(S(=O)(=O)NCCC(=O)NCCC3=CCCCC3)ccc2n(C)c1=O	83	2	-2	96	95	2	96	4
COc1ccc(Cl)cc1NC(=O)CN(C)C(=O)CNC(=O)C12CC3CC(CC(C3)C1)C2	106	2	-8	96	104	5	106	-1
COc1ccccc1/C=C1\SC(=O)N(CCC(=O)N2CCCCC2CCO)C1=O (centres undefined)	99	5	4	93	100	-3	102	-2
NC(=O)c1sc2nc(N3CCOCC3)c3c(c2c1N)CCCC3	98	3	3	117	99	-33	104	-26
Cc1ccc(C(C(=O)NC2CCCC2)N(C(=O)Cc2cccs2)c2cccc(C)c2C)o1 (centres undefined)	95	-1	2	?	?	4	?	-1
Cc1cccnc1Nc1nc(-c2ccc(O)cc2O)cs1	113	61*	5	98	86	-8	93	-17
CCOc1cc(/C=N/NC(N)=S)cc(Br)c1OCc1ccccc1C	109	21	-11	109	97	-4	103	-4
Cc1cc(OCC(=O)OCC(=O)N2CCc3ccccc3C2)ccc1Cl	128	0	-8	100	104	-20	101	5
O=C(N/N=C\c1cc2c(cc1Cl)OCO2)c1ccc(Br)s1	107	15	6	103	96	-2	98	3
CCc1ccc2c(CC(=O)Nc3nnc(C4CC4)s3)coc2c1	110	3	4	103	105	5	102	2
Nn1c(SC/C=C/c2ccccc2)nnc1-c1ccco1	91	2	-2	95	102	-2	98	-3
C[C@@H]1CCC[C@]2(O[C@@H](CCO)C[C@@H](O)[C@@H]2O)O1	79	1	-6	119	98	-2	93	5
O=C(CSC(=S)N1CCN(c2ccccc2)CC1)Nc1nc(-c2ccccc2)c(-c2ccccc2)o1	86	1	1	93	106	-6	102	0
COc1ccccc1N1CCN(C(=O)c2ccc(CS(=O)(=O)c3ccccc3OC)o2)CC1	98	-3	4	89	99	-8	101	5
COc1ccccc1NC(=O)Cn1c(CCC(=O)O)ccc1-c1ccccc1	96	4	8	110	97	3	100	1
O=c1[nH]c(-[n+]2ccccc2)c(/C=N/N=C(\[O-])c2ccccc2)s1	126	-1	5	95	98	1	104	8
O=C(NC(Cc1c[nH]c2ccccc12)c1nnc2n1CCCCC2)c1ccc(Cl)cc1 (centres undefined)	111	4	-1	98	99	-11	101	-1
CCOc1cc(-c2nnc(NC(=O)C3=COCCO3)o2)cc(OCC)c1OCC	100	3	-38	92	94	0	98	1
COc1ccc(C(NC(=O)c2ccco2)c2ccc(OC)c(OC)c2)cc1 (centres undefined)	99	5	3	?	?	-2	?	-5
COc1ccc(OCc2nn3c(-c4cccc(OC)c4)nnc3s2)cc1	98	13	14	106	·	3	101	-1
(next part)
SMILES	CR mimetic SO	AHR act	GASC-1 inh	LAP4 TOR yeast	RPL19A TOR yeast	proCasp7 act	MEP2-GFP yeast	procasp3 activ
O=C(Nc1ccccc1Cl)N1CCN(c2ncccn2)CC1	96	-4	-3	94	94	10	100	0
O=C(NN1C(=O)C2C3C=CC(C3)C2C1=O)C(O)c1ccccc1 (centres undefined)	97	4	1	95	105	-2	103	-3
Cc1ccc(NC(=O)C2CC=CCC2C(=O)N2CCCCC2)cc1 (centres undefined)	87	2	11	94	99	6	99	1
CCOC(=O)N1CCN(C(=O)c2ccc3[nH]c(C)c(C)c3c2)CC1	97	1	4	94	96	-5	100	4
Cc1ccc(-n2nc3c(=S)[nH]nc(C)c3c2C)cc1	99	-3	4	88	95	4	98	3
CCOC(=O)N1CCN(C(=O)Nc2cccc(Cl)c2)CC1	103	-3	-9	106	105	-5	105	-4
CCOC(=O)CSc1nc2ccccc2n1CC(=O)N(C(C)C)C(C)C	104	0	0	101	98	-4	108	7
CCOc1ccc(/C=N/NC(=O)C2(O)c3ccccc3-c3ccccc32)cc1	121	3	4	91	101	-3	100	-3
O=C(C1CCC(Cn2c(=O)[nH]c3ccccc3c2=O)CC1)N1CCN(c2ccccc2)CC1 (centres undefined)	101	-2	0	102	99	-9	124	4
O=C(C1CC(=O)N(c2ccccc2)C1)N1CCN(c2ccc(F)cc2)CC1 (centres undefined)	·	2	-14	85	112	-8	98	3
Cn1c(N2CCN(S(=O)(=O)c3ccc(Cl)cc3)CC2)nc2ccccc21	103	2	-8	100	106	5	108	7
Cc1ccc2c(c1)-c1c(cnn1CC(=O)NC(C)CCc1ccco1)CO2 (centres undefined)	118	2	-2	96	99	0	95	-2
CCC(=O)NC(=S)NNC(=O)c1ccc(O)cc1	98	1	-5	103	109	-14	102	-10
CCCN(CCC)CCCNC(=O)c1cc2c(=O)[nH]c3ccccc3c2s1	93	8	-2	101	108	-10	113	1
CC(C)NC(=O)N(C)C[C@H]1Oc2c(NS(=O)(=O)c3ccc(F)cc3)cccc2C(=O)N([C@H](C)CO)C[C@@H]1C	85	-1	1	89	98	8	90	8
O=C(Nc1cccc2nsnc12)C1CC(=O)N(c2ccccc2)C1 (centres undefined)	104	6	-11	89	93	-9	93	-11
CCc1cccc(CC)c1NC(=S)Nc1ccc2cn[nH]c2c1	92	7	4	102	100	5	104	-2
CCC(Oc1ccccc1)C(=O)N1CCN(S(=O)(=O)c2ccccc2)CC1 (centres undefined)	98	0	22	99	104	-2	105	4
COc1ccc(C(=O)O/N=C(\N)c2ccccn2)c(OC)c1	90	15	-1	98	95	10	86	-1
Cc1cc(S(=O)(=O)N2CCN(c3ccccn3)CC2)c(C)cc1Cl	99	0	8	99	97	14	96	-3
C/C(=N\NS(C)(=O)=O)c1ccccc1	100	-1	-1	90	100	1	101	0
CCn1ccnc1CN1CCCC(CO)(Cc2cccc(OC)c2)C1 (centres undefined)	104	3	5	91	101	13	97	0
Cc1ccc(CN2CC(C(=O)Nc3ccc(S(=O)(=O)Nc4cc(C)nc(C)n4)cc3)CC2=O)cc1 (centres undefined)	103	-3	-28&6	99	96	0	99	4
CCCC(O)(c1ccc(OC)cc1)C(CN1CCOCC1)c1ccc(Cl)cc1 (centres undefined)	92	4	-11	93	102	-2	109	0
Cc1ccc(NC(=O)C2C3CC4OC(=O)C2C4C3)cc1Cl (centres undefined)	95	9	·	100	96	-1	96	-9
Next part.
SMILES	CR mimetic SO	AHR act	GASC-1 inh	LAP4 TOR yeast	RPL19A TOR yeast	proCasp7 act	MEP2-GFP yeast	procasp3 activ
COc1cc(C(=O)OCC(=O)Nc2cc(C)on2)cc(OC)c1OC	115	3	-5	92	95	-2	95	4
Cc1cc(=O)[nH]c2n[nH]c(-c3ccccc3)c12	96	9	-1	?	?	-1	?	-5
O=C(NNC(=O)C1CCN(c2ncccn2)CC1)c1ccncc1	69	2	-6	90	96	8	102	-2
CC(c1ccco1)N(C(=O)c1ccccc1NS(=O)(=O)c1ccc(Cl)cc1)c1ccccn1 (centres undefined)	93	7	-7	93	103	-7	95	-2
NS(=O)(=O)c1ccc(NC(=O)CSc2n[nH]c(=O)n2C2CC2)cc1	90	-2	·	93	97	4	100	-8
Cc1oc2cc([N+](=O)[O-])c(O)c([N+](=O)[O-])c2c1C(=O)c1ccc(Cl)cc1	128	4	4	120	95	-3	92	2
COc1cccc(N(C(=O)c2nc3nccc(C)n3n2)c2nc3ccccc3s2)c1	93	30	4	101	106	4	100	6
Cc1cc(N2CCOCC2)nc2ccccc12	93	8	1	101	104	8	102	-12
NC1=NC(=O)C2(COC(c3ccccc3Cl)OC2)S1 (centres undefined)	115	-4	4	103	98	-13	108	7
CN1CCN(NC(=O)C2CC2)CC1	94	1	-1	89	97	4	97	-2

For reference, 14 of the compounds above:
SMILES	CR mimetic SO	AHR act	GASC-1 inh	LAP4 TOR yeast	RPL19A TOR yeast	proCasp7 act	MEP2-GFP yeast	procasp3 activ
Cc1cc(S(=O)(=O)N2CCN(c3ccccn3)CC2)c(C)cc1Cl	99	0	8	99	97	14	96	-3
C/C(=N\NS(C)(=O)=O)c1ccccc1	100	-1	-1	90	100	1	101	0
CCn1ccnc1CN1CCCC(CO)(Cc2cccc(OC)c2)C1 (centres undefined)	104	3	5	91	101	13	97	0
Cc1ccc(CN2CC(C(=O)Nc3ccc(S(=O)(=O)Nc4cc(C)nc(C)n4)cc3)CC2=O)cc1 (centres undefined)	103	-3	-28&6	99	96	0	99	4
CCCC(O)(c1ccc(OC)cc1)C(CN1CCOCC1)c1ccc(Cl)cc1 (centres undefined)	92	4	-11	93	102	-2	109	0
Cc1ccc(NC(=O)C2C3CC4OC(=O)C2C4C3)cc1Cl (centres undefined)	95	9	·	100	96	-1	96	-9
COc1cc(C(=O)OCC(=O)Nc2cc(C)on2)cc(OC)c1OC	115	3	-5	92	95	-2	95	4
Cc1cc(=O)[nH]c2n[nH]c(-c3ccccc3)c12	96	9	-1	?	?	-1	?	-5
O=C(NNC(=O)C1CCN(c2ncccn2)CC1)c1ccncc1	69	2	-6	90	96	8	102	-2
CC(c1ccco1)N(C(=O)c1ccccc1NS(=O)(=O)c1ccc(Cl)cc1)c1ccccn1 (centres undefined)	93	7	-7	93	103	-7	95	-2
NS(=O)(=O)c1ccc(NC(=O)CSc2n[nH]c(=O)n2C2CC2)cc1	90	-2	·	93	97	4	100	-8
Cc1oc2cc([N+](=O)[O-])c(O)c([N+](=O)[O-])c2c1C(=O)c1ccc(Cl)cc1	128	4	4	120	95	-3	92	2
COc1cccc(N(C(=O)c2nc3nccc(C)n3n2)c2nc3ccccc3s2)c1	93	30	4	101	106	4	100	6
Cc1cc(N2CCOCC2)nc2ccccc12	93	8	1	101	104	8	102	-12

No enrichment for hits (roughly 3.8% active in at least one column).
